Screening results from PubChem.
EPAC2 antagonist = blocks human EPAC2 exchange factor; Potency, µM (doses to about 114 µM), inactives show at the highest dose activity, negative = inhibition, most hits filed as inhibitors; actives 0.18% (n = 360,000); EPAC2 GEF exchange of Rap1B-BODIPY-GDP, fluorescence; Q8WZA2; further: potency means the concentration at half of the fitted maximal effect; on the % scale 0 is the no-effect control and ±100 the full control effect; nearly all actives have a fitted effect of over 45% in size; many of its hits are not listed in these tables
Target sequence (Q8WZA2 whole entry, looked up): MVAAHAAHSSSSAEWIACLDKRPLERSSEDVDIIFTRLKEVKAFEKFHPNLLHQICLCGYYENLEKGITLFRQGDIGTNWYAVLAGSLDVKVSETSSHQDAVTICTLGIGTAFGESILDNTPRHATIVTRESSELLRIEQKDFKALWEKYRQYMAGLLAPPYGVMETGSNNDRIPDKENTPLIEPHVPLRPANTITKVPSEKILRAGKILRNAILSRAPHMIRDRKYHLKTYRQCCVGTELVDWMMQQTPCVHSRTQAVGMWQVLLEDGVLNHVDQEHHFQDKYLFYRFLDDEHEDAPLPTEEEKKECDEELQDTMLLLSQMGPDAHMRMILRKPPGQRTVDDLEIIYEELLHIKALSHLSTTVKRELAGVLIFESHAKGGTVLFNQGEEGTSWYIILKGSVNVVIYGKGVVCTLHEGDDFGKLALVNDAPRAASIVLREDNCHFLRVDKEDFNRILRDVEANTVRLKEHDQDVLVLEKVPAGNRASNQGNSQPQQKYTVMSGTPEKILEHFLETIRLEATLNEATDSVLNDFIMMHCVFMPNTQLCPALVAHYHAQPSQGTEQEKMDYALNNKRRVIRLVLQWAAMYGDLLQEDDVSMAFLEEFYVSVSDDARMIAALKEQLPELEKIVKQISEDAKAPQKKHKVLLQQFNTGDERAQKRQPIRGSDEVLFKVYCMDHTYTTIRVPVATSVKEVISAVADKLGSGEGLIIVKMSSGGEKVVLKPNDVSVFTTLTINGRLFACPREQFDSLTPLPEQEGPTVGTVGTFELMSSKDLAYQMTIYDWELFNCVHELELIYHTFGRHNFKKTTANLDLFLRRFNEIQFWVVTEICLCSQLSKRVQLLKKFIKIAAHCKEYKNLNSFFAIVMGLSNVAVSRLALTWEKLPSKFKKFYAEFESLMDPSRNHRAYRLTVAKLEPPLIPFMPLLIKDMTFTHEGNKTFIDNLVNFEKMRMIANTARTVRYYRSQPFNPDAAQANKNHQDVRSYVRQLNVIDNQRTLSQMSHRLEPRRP
EPAC1 antagonist = EPAC1 (human) antagonism. O95398. EPAC1 GEF assay, Rap1b-BODIPY-GDP exchange fluorescence. Potency, µM (doses to about 115 µM), inactives show top-dose activity change, negative = inhibition, hits mostly inhibitors. actives 0.14% (n = 360,000). AID 720709;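 further: potency means the concentration at half of the fitted maximal effect; plate controls were vehicle for no effect and positive control for full effect; nearly all actives have a fitted effect of over 50% in size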
PI5P4Ka inh = inhibitors of human PI5P4K alpha | actives 1.2% (n = 330,000) | P48426 | max response, % | PI5P4Kalpha enzyme, ADP-Glo luminescence, 60 min; hits give low values; active means max response of -50% or lower; inconclusive means between -30% and -50%; inactive means -30% or higher; further: value at the top dose of about 77 µM; on the % scale 0 is the no-effect control and ±100 the full control effect
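PI5P4Kalpha ADP-Glo assay; 5 microM ATP final; 60 min RT reaction; HEPES pH 7.4/EGTA/CHAPS, 5% DMSO; controls lacking substrate or enzyme; luminescent end-point.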
WRN inhibitor = WRN helicase (human) inhibition; WRN helicase unwinding, fluorescent forked duplex, kinetic; Q14191; Potency, µM (top dose mostly 114 µM), inactives show top-dose activity change, negative = inhibition, usual class: inhibitors; actives 0.46% (n = 360,000); further: potency means the concentration at half of the fitted maximal effect; on the % scale 0 is the no-effect control and ±100 the full control effect; nearly all actives have a fitted effect of over 55% in size
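Enzyme (20 nM final) and test compound sit together 15 min at room temperature before substrate addition. Substrate is a single-forked duplex oligonucleotide (100 nM) labelled with fluorophore and quencher, with 2 mM ATP; helicase unwinding raises red fluorescence, read kinetically.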
Mm-Cpn inhibitor = blocks the Methanococcus maripaludis chaperonin Mm-Cpn | actives 0.031% (n = 330,000) | Potency, µM (doses to about 76.9 µM), inactives show at the top dose activity, negative = inhibition, hits mostly inhibitors | purified Mm-Cpn ATPase, ADP Transcreener TR-FRET; further: potency means the concentration at half of the fitted maximal effect; on the % scale 0 is the no-effect control and ±100 the full control effect; nearly all actives have a fitted effect of over 80% in size
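Purified archaeal chaperonin (25 nM final) was preincubated with compound for 10 min at 37°C, then ATP (10 uM final) was added for 30 min at 37°C in Tris pH 7.4/KCl/MgCl2/DTT buffer. ADP was quantified by HTRF Transcreener TR-FRET.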
CCT modulator = cytosolic chaperonin activity modulation | purified chaperonin ATPase assay, HTRF ADP detection, 30 min | activity change, % (no concentration beside the values), hits read low | actives 0.3% (n = 360,000); in the data active means activity change below about -30%; further: on the % scale 0 is the no-effect control and ±100 the full control effect
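We incubate TRiC, 40 or 20 nM final, with library compounds at 76 uM and 10 uM ATP for 30 min at 37 °C. ADP formed is detected with Transcreener HTRF reagents after 30 min at room temperature.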
EPAC1 ag = activates human EPAC1 exchange factor; O95398; EPAC1 agonist qHTS, biochemical assay; response scale: 100% = response to 6.5 mM cAMP; Potency, µM (titrated, usually from 154 µM), for the others: top-dose activation, hits mostly activators; actives 0.073% (n = 360,000); further: potency means the concentration at half of the fitted maximal effect; nearly all actives have a fitted effect of over 60% in size
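Compounds were pinned as a concentration titration into mixtures of EPAC1 (100 nM), BODIPY-GDP-loaded Rap1B (250 nM) and GDP (50 uM). After 5 min at room temperature, fluorescence was followed for 30 min; activity was scaled to 6.5 mM cAMP.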
PLK1 PBD inh = blocks phosphopeptide binding to human PLK1 polo-box domain; P53350; Plk1 PBD binding of FITC phosphopeptide, fluorescence polarization; Potency, µM, without a hit: max response, negative = inhibition, hits mostly inhibitors; actives 2.8% (n = 360,000); AID 720504; further: potency means the concentration at half of the fitted maximal effect; series mostly up to about 57 µM; on the % scale 0 is the no-effect control and ±100 the full control effect; nearly all actives have a fitted effect of over 65% in size
The depositor's hits bear a star; ? = inconclusive; . = not tested or not shown; [ ] = remark or other dose. Unless noted, the call rests on the fitted dose curve; in most records, active means well fitted curve in the direction sought with a large enough effect; inconclusive means small, poorly fitted or top-dose-only effect, or another doubt; inactive means no such curve, though single readings can be large; an effect the other way counts as inactive or inconclusive. These rows are one share of the data; rates above refer to the full screens.

SMILES	EPAC2 antagonist	EPAC1 antagonist	PI5P4Ka inh	WRN inhibitor	Mm-Cpn inhibitor	CCT modulator	EPAC1 ag	PLK1 PBD inh
O=C(COc1ccccc1O)NNc1ccccc1	0%	4%	1	-23%[57.1 µM]	-1%	-1.1	2%	-3%
CCCc1[nH]nc2c1C(c1cccnc1)C(C#N)=C(N)O2 (stereo not given)	-5%	-10%	-5	-1%	-1%	1.1	0%	-7%
O=C(NN1C(=O)C2C3C=CC([C@H]4CC34)[C@@H]2C1=O)c1ccc(Br)cc1 (stereo not given in full)	6%	-21%	0	1%	0%	-2.3	4%	0%
O=C(CN1C(=O)C(=O)N(Cc2ccco2)C1=O)Nc1ccccc1	18%	0%	-16	-19%	0%	-0.7	5%	-2%
CCOC(=O)CSc1nnc(CNC(=O)c2cc(OC)c(OC)c(OC)c2)n1C	13%	11%	-2	-1%	0%	1.0	-13%	3%
COc1ccc(-c2cn(-c3ccc(C)cc3)c(=O)n2CC(=O)Nc2ccc(OC)cc2OC)cc1	3%	2%	0	-16%	-3%	0.8	7%	-4%
COc1ccc(N(C)S(=O)(=O)c2cccc(C(=O)N3CCN(S(=O)(=O)c4ccc(C)cc4)CC3)c2)cc1	-7%	-8%	1	1%	2%	-0.3	-1%	-11%
O=c1[nH]c(=O)n(Cc2ccco2)c2c1C(C(F)(F)F)(C(F)(F)F)N=C(c1ccco1)N2	-3%	2%	-77*	-3%	-1%	-1.8	4%	-1%
CCOC(=O)c1c(C2COc3ccccc3O2)csc1N (stereo not given)	?	-29%	.	-8%	1%	-41*	?	-14%
COc1cc(NC(=O)c2cccc(F)c2)ccc1NC(=O)c1cc2ccccc2o1	-1%	-2%	8	2%	-2%	-3.7	2%	-1%
COc1ccc(CNC(=O)CCn2c(C)csc2=O)cc1	-4%	3%	0	-2%	-4%	0.4	-12%	-1%
Oc1ccc(/C=N/N2CCCCC2)cc1O	3%	-3%	-4	-7%	-9%	0.1	5%	?
Cc1ccc(NC(=O)CS(=O)CC(=O)NC2CCN(Cc3ccccc3)CC2)c(C)c1 (stereo not given)	1%	8%	-1	1%	-1%	0.6	1%	2%
COCCCNCCCCOc1ccc(Br)cc1C	8%	7%	-7	-1%	-1%	-0.7	-2%	-11%
C#CCNC(=O)C1=C[C@H](C2CCCCC2)C[C@H](OCc2ccc(CO)cc2)O1	-23%	-10%	-7	-4%	.	-0.3	2%	0%
COc1ccccc1CN1C[C@@H]2C[C@@H](c3ccc(C)cc3)N3CCC[C@@]23C1=O	0%	16%	3	-8%	-10%	0.0	-4%	-9%
Cc1cc(N2CCOCC2)ccc1/C=C1\NC(=O)N(CC(=O)Nc2ccc(F)cc2)C1=O	-22%	-10%	-5	-2%	-6%	1.6	8%	-12%
COc1ccc(C2=Nc3ccccc3OC2)cc1	13%	-1%	-2	-9%	0%	1.3	3%	-9%
CC1CN(C(=O)c2cccc(NS(=O)(=O)c3ccc(Br)cc3)c2)CC(C)O1 (stereo not given)	-17%	3%	3	12%	.	0.3	-5%	-3%
CCOC(=O)C(Cc1ccc(O)c([N+](=O)[O-])c1)N1C(=O)c2ccccc2C1=O (stereo not given)	10%	8%	3	0%	.	0.9	-4%	-3%
CCOC(=O)C1=CN(CC)S(=O)(=O)NC1CCc1ccccc1 (stereo not given)	-9%	-8%	11	-6%	1%	-2.2	-12%	-17%
CCN(CC)S(=O)(=O)c1ccc(N2CCOCC2)c(NC(=O)C2CCCC2)c1	1%	5%	-5	-23%[57.1 µM]	-13%	-1.7	2%	-1%
O=C(/C=C1\NC2(CCCC2)Cc2ccccc21)C(=O)N/N=C/c1ccc(O)c(O)c1	-12%	1%	?	?	0%	-2.0	8%	-19%
CCOC(=O)N1CCN(S(=O)(=O)c2ccc(C(=O)Nc3nnc(CC)o3)cc2)CC1	-1%	-8%	-6	-5%	0%	-1.5	-2%	-3%
O=[N+]([O-])c1ccc(O)c(/C=N/Nc2nn[nH]n2)c1	-13%	-13%	-13	-7%	-3%	7.8	3%	-16%
CCOC(=O)[C@H]1[C@H]2COc3ccccc3[C@@H]2N2C(=O)c3c(C)cc(C)cc3NC(=O)[C@@]12C	-1%	-21%	34	14%	1%	1.4	-10%	0%
COc1cccc(-n2nc(C(=O)N3CC(C)CC(C)C3)c3ccccc3c2=O)c1 (stereo not given)	-1%	-5%	.	-12%	0%	2.5	-2%	-2%
COc1ccc(-n2c(SC3CCOC3=O)nc3ccccc32)cc1 (stereo not given)	-11%	-26%	-4	-8%[57.1 µM]	0%	1.3	-4%	-7%
Cc1cc(=O)n2nc(N3CCC(C(=O)NCc4ccccc4)CC3)sc2n1	6%	-28%	-3	-3%	-2%	1.0	12%	5%
N#Cc1ccc(CSc2nnc(-c3cccc(S(=O)(=O)N4CCCCC4)c3)o2)cc1	3%	-11%	12	-20%	-3%	-1.3	4%	0%
O=C(Nc1nccs1)c1ccc(COc2ccccc2Br)o1	0%	2%	.	-11%	-1%	-1.2	13%	-3%
Cn1c(SCC(=O)NCc2ccccc2)nnc1-c1ccc(NC(=O)CCc2ccccc2)cc1	18%	-3%	2	-8%	0%	-2.9	-8%	-10%
COC(=O)c1cn(-c2ccccc2)nc1C(=O)OC	0%	9%	.	5%	0%	-25	7%	-6%
Cc1cccc(NC(=O)CSc2nnnn2C2CCCC2)c1	-3%	-17%	-1	9%	1%	-0.8	1%	-7%
CCn1c(=O)c(C(=O)Nc2ccccc2S(N)(=O)=O)c(O)c2ccccc21	-4%	56µM*	-4	-16%	0%	-4.8	11%	-14%
Cc1ccccc1NS(=O)(=O)c1ccc2c(c1)NC(=O)CCS2	-10%	-19%	2	-4%	2%	0.1	-1%	-12%
CC(=O)c1cc(C)c(OC(=O)c2ccccc2)c(C)c1	?	-12%	5	-3%	.	1.4	9%	-1%
CCn1nc(C)c(NC(=O)Nc2cccc(Cl)c2Cl)c1C	9%	-9%	2	-4%	1%	1.7	-9%	-2%
O=C(Nc1cccc(Cl)c1)Nc1sccc1-c1nc2ccccc2s1	2%	-14%	7	-11%	?	-24	15%	-1%
CN(C(=O)COC(=O)c1ccccc1SCC(=O)N1CCCC1)C1(C#N)CCCCC1	1%	-7%	6	2%	0%	-2.2	10%	-13%
CCCCN(CCCC)CCn1cnc2c([nH]c3ccc(OC)cc32)c1=O	7%	-1%	-4	8%	3%	-1.7	-9%	3%
O=C(Cc1ccc(F)cc1)N1CCC2(CC1)NCCc1[nH]cnc12	1%	-13%	9	-1%	2%	0.3	9%	5%
O=C1CSC(=S)N1N=Cc1ccc(Cl)s1	-2%	-21%	-55*	20µM*	.	-1.3	0%	0%
Cc1nc2ccc([N+](=O)[O-])cc2c(=O)n1Cc1ccccc1Br	9%	-4%	7	-12%	-5%	-2.5	-4%	-4%
C[C@@H]1NC(=O)[C@H](CCC(=O)O)NC(=O)c2cc([N+](=O)[O-])cc(F)c2NCCC[C@@H](C(N)=O)NC1=O	12%	-9%	0	9%	-1%	-3.5	2%	-12%
COC(=O)c1ccc(CSc2ccc(S(=O)(=O)N3CCCCC3)cn2)cc1	-23%	3%	4	-1%	1%	-0.5	6%	-1%
CCN(CC(=O)Nc1c(F)cccc1F)C(=O)CNC(=O)c1ccc2c(c1)OCO2	6%	-15%	-4	12%	-1%	-2.4	3%	2%
CCC1COCCS(=O)(=O)N1Cc1cccc(C(F)(F)F)c1 (stereo not given)	-15%	8%	2	-4%	1%	-0.3	-2%	-10%
CC(C)OC(=O)CSc1nnc(-c2ccccn2)n1N	15%	-13%	-3	4%	2%	1.4	2%	1%
COc1ccc(OC)c(C2=CC(=O)C[C@H](c3ccc(F)cc3)C2)c1	-22%	-15%	12	-3%	.	-0.6	-10%	-12%
CC(=O)c1c(C)nc(-c2cccc([N+](=O)[O-])c2)n1O	4%	7%	-9	-4%	-1%	-0.9	4%	-2%
CCN(CC(=O)NCCc1ccccc1)S(=O)(=O)c1ccccc1	5%	-7%	-6	5%	-3%	1.3	-13%	?
c1ccc2scnc2c1	-15%	4%	7	-5%	.	0.8	7%	-7%
COc1c(S(=O)(=O)N2CCCC2)ccc(Cl)c1Cl	?	12%	6	-8%	-1%	0.2	1%	-2%
CCC(C)Sc1nc2c([nH]c3ccccc32)c(=O)n1C (stereo not given)	-12%	-5%	2	-3%	3%	0.4	0%	-3%
CC1=N/C(=C/c2cccnc2)C(=O)O1	9%	0%	3	3%	0%	1.3	-2%	-18%
COc1ccccc1NC(=O)CC1S/C(=N/N=C(\C)C2CCCCC2)NC1=O (stereo not given)	-10%	4%	18	-8%	0%	0.8	4%	-13%
O=C1CS/C(=C\[N+](=O)[O-])N1c1ccccc1	-6%	3%	.	-13%	1%	0.9	3%	-7%
CS(=O)(=O)N(CC(=O)NCc1ccccc1)C1CCCCC1	17%	12%	7	4%[57.1 µM]	-1%	3.4	0%	-4%
CN(CC(=O)Nc1cccc(F)c1)C(=O)CCc1nc2sc3c(c2c(=O)[nH]1)CCCC3	7%	-11%	?	1%[11.6 µM]	-1%	1.2	-7%	-6%
CC(C)C1C(=O)N(Cc2cn(CCC3OCCCO3)nn2)CCS(=O)(=O)N1Cc1ccc(-c2cccc(N(C)C)c2)cc1 (stereo not given)	0%	2%	0	-1%	.	-1.8	3%	-4%
CC(=O)NC12CC3CC(C1)CC(C(=O)OCC(=O)c1cc(C)n(C)c1C)(C3)C2	3%	5%	-3	-12%	0%	0.2	-2%	2%
CCCCSCCCNC(=O)Nc1cccc(OC)c1	-6%	-10%	.	-20%	2%	-2.4	14%	-3%

Already shown: an excerpt of the list.
SMILES	EPAC2 antagonist	EPAC1 antagonist	PI5P4Ka inh	WRN inhibitor	Mm-Cpn inhibitor	CCT modulator	EPAC1 ag	PLK1 PBD inh
CCCCN(CCCC)CCn1cnc2c([nH]c3ccc(OC)cc32)c1=O	7%	-1%	-4	8%	3%	-1.7	-9%	3%
O=C(Cc1ccc(F)cc1)N1CCC2(CC1)NCCc1[nH]cnc12	1%	-13%	9	-1%	2%	0.3	9%	5%
O=C1CSC(=S)N1N=Cc1ccc(Cl)s1	-2%	-21%	-55*	20µM*	.	-1.3	0%	0%
Cc1nc2ccc([N+](=O)[O-])cc2c(=O)n1Cc1ccccc1Br	9%	-4%	7	-12%	-5%	-2.5	-4%	-4%
C[C@@H]1NC(=O)[C@H](CCC(=O)O)NC(=O)c2cc([N+](=O)[O-])cc(F)c2NCCC[C@@H](C(N)=O)NC1=O	12%	-9%	0	9%	-1%	-3.5	2%	-12%
